TROY NFkB inh: TROY signaling inhibition; Q293 LMP1-TROYcd NF-kB luciferase reporter, 4 h; inhibition, % at 10 µM; 360,000 tested, 0.98% active;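 active = compounds whose plate-normalised and pattern-corrected inhibition of the luciferase reporter signal at the single screening dose is 50% or more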
NOD2-RIPK2 inh: inhibitors of human NOD2-RIPK2 interaction; 360,000 tested, 0.38% active; O43353; CHO BLA complementation NOD2-RIPK2, CCF4 ratio; inhibition, % at 4.98 µM; AID 624267; in the data active = inhibition above about 21%;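 also: 0% = vehicle only and 100% = reference blocker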
Granule exo inh: blocks lytic granule exocytosis; TALL-104 LAMP-1 surface exposure, flow cytometry; cells stimulated with thapsigargin and PMA; inhibition, % at 10 µM; 360,000 tested, 0.66% active; AID 651702;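 active = inhibition above about 55%, limit read from the data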
SRC1 inh: inhibits human SRC1 coactivator | Q15788 | HEK293 GAL4-SRC1 luciferase reporter, luminescence | inhibition, % at 3.6 µM | 360,000 tested, 0.12% active;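 active = inhibition above the campaign mean plus 3 SD, with each screening campaign given its own cutoff, cut at about 60% in these data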;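 also: 0% = DMSO treated cells and 100% = gossypol at 36 µM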
TLR9-MyD88 block: inhibitors of human TLR9-MyD88 binding; Q9NR96+Q99836; CHO BLA complementation TLR9-MyD88, CCF4 FRET ratio; inhibition, % at 4.98 µM; 340,000 tested, 0.21% active;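 active = inhibition above the mean over all tested compounds plus 3 SD, cut at about 21% in these data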;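 also: 0% = DMSO only wells and 100% = clavulanate BLA inhibitor control wells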
Target sequence (Q99836 whole entry, looked up): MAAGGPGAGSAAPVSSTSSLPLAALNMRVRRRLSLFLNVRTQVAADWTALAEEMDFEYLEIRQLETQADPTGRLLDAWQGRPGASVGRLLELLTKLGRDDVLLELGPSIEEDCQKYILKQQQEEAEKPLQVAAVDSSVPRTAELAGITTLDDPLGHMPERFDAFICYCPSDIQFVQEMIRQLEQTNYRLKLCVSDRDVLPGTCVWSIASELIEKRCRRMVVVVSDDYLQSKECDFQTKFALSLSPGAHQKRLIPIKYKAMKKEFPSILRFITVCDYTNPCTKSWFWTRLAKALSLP
Target sequence (Q9NR96 whole entry, looked up): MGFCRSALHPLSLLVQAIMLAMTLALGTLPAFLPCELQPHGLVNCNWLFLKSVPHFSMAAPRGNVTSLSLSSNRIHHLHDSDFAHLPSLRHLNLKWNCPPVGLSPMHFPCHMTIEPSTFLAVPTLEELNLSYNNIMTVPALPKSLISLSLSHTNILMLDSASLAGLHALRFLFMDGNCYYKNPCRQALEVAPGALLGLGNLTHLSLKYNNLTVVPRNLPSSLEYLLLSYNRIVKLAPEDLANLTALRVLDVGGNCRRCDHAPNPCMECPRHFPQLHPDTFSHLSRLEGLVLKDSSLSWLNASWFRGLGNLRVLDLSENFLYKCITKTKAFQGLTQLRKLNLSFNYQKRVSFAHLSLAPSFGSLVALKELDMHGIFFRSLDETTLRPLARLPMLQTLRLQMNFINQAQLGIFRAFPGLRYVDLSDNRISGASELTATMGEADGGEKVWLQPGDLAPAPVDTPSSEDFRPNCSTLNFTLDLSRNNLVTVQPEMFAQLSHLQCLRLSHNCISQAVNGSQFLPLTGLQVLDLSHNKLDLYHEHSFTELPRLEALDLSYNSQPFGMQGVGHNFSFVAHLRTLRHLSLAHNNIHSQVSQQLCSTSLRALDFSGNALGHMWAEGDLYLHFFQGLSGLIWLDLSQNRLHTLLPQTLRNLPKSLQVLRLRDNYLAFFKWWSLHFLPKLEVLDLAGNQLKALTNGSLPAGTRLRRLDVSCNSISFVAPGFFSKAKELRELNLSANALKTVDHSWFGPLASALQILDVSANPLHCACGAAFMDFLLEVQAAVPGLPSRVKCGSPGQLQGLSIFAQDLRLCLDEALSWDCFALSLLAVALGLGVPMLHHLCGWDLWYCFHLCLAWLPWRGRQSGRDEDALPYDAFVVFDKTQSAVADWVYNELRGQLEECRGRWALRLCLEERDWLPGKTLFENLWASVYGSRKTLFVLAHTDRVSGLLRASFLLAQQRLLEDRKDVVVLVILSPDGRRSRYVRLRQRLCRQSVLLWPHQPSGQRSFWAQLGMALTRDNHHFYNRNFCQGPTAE
NR2F2 inh: inhibitors of human COUP-TFII (NR2F2) | P24468 | HEK293T NGFI-A luciferase reporter, luminescence | inhibition, % at 8.6 µM | 370,000 tested, 0.7% active;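 active = inhibition above a per-plate cutoff, mean inhibition of test wells between control levels plus 3 SD, cut at about 38% in these data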;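 also: cells cotransfected with COUP-TFII expression vector driving the NGFI-A reporter; 0% = median of COUP-TF2 test wells and 100% = reporter-only cells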
LRH-1 inv ag: NR5A2 inverse agonism in reporter assay | O00482 | HEK293T StAR-luciferase reporter, LRH-1 transfected, 24 h | inhibition, % at 3.6 µM | 360,000 tested, 0.13% active | AID 602396;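 active = inhibition above the mean inhibition of all tested compounds plus 3 SD, cut at about 73% in these data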;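 also: 0% = DMSO wells and 100% = reporter-only cells lacking LRH-1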
SRC2 inh: inhibits human steroid receptor coactivator 2; Q15596; HEK293 GAL4-SRC2 luciferase reporter, luminescence; inhibition, % at 9 µM; 370,000 tested, 0.17% active;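 active = inhibition above the mean inhibition of all tested compounds plus 3 SD, set per campaign, cut at about 52% in these data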;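 also: 0% = DMSO treated cells and 100% = cells given Gossypol at 36 µM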
NCOA3 inh: inhibitors of human steroid receptor coactivator 3 (SRC3) | Q9Y6Q9 | HEK293 GAL4-SRC3 luciferase reporter, luminescence | inhibition, % at 3.6 µM | 360,000 tested, 0.17% active;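 active = inhibition above a per-campaign cutoff, the mean of all compounds plus 3 SD, cut at about 60% in these data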;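 also: 0% = DMSO-treated cells and 100% = gossypol-treated cells at 36 µM; higher means less SRC3-driven luciferase light from the GAL4 reporter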
TWEAK Fn14 block: inhibitors of TWEAK-Fn14 interaction signaling. TWEAK-stimulated Fn14 reporter cells, luciferase luminescence, 8 h. inhibition, % at 10 µM. AID 1159606. 360,000 tested, 2% active; in the data active = inhibition above about 50%
ABHD5 PLIN5 PPI: ABHD5-PLIN5 protein interaction inhibition | 360,000 tested, 0.78% active | Split G. princeps luciferase complementation, luminescence, 4 h | AID 602281 | inhibition, % at 4 µM;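 active = inhibition above the mean inhibition across every tested compound plus 3 SD, cut at about 22% in these data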;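 also: 0% = DMSO only wells and the 100% control is not disclosed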
The depositor's hits bear a star; nt = not tested or not shown. These rows are one share of the data (hit frequency here may not be typical).

structure,NR2F2 inh,TLR9-MyD88 block,NCOA3 inh,NOD2-RIPK2 inh,SRC1 inh,SRC2 inh,ABHD5 PLIN5 PPI,TWEAK Fn14 block,LRH-1 inv ag,TROY NFkB inh,Granule exo inh
Cc1ccc(NC(=O)CCC(=O)N/N=C/c2coc3ccc(F)cc3c2=O)cc1,11.2,0.2,18.3,-9.9,0.2,10.3,-6.9,5.2,7.3,13.7,2.8
Cc1ccc(S(=O)(=O)NC(=O)C2(C)CCN2C(=O)CCc2ccc(Cl)cc2Cl)nc1 (stereo unspecified),10.1,nt,-8.3,12.8,2.3,-18.2,5.5,-1.3,5.3,-8.3,9.0
N#Cc1ccc(CSc2nc(N)cc(N)n2)cc1,1.7,-6.0,-48.3,-11.9,-1.9,-24.7,-0.2,-21.2,24.3,-7.8,-6.2
CN1CCN(CCNC(=O)Nc2ccc(Cl)cc2)CC1,-4.0,-3.1,-5.2,-1.4,-53.4,19.2,3.1,15.1,9.9,-23.4,3.1
C/C(N)=C(/C#N)C(=O)CSc1nc2ccccc2c(=O)n1Cc1ccc(C)cc1,10.1,-1.4,10.7,0.0,-9.1,-13.4,4.4,-12.7,13.8,9.9,0.8
COC(=O)C1=C(C)NC2=C(C(=O)CC(C)(C)C2)C1c1ccsc1 (stereo unspecified),-3.9,-6.1,6.6,-8.9,3.2,-43.5,2.5,-5.2,5.6,4.3,1.4
CC(=O)NC(CC(=O)Nc1ccc(S(=O)(=O)N2CCOCC2)cc1)c1ccccc1 (stereo unspecified),-0.8,3.5,18.4,2.4,8.8,18.5,-3.8,3.5,-5.5,-0.5,-2.0
CCN1C[C@@H]2[C@@H]3C(=O)N(Cc4ccccc4)C(=O)[C@@H]3[C@](CC)(C(=O)OC)N2C1=NC,-0.5,2.1,-22.3,-0.3,7.4,-13.2,-2.4,-1.6,9.6,6.5,-0.8
O=C(N/N=C/c1ccncc1)c1ccncc1,-1.3,-7.6,-2.3,-6.2,3.2,-12.7,9.0,10.5,6.3,11.4,-0.8
COC(=O)c1ccc(C)cc1,-4.0,7.7,14.0,-7.5,-22.2,8.1,2.8,13.6,-21.0,-0.6,-3.2
CC(=O)c1cccc(S(=O)(=O)N2CCCC(c3nc(-c4ccc(C)o4)no3)C2)c1 (stereo unspecified),-1.1,-2.7,-9.7,-8.0,-0.1,-2.0,1.1,-8.2,1.1,21.4,0.9
CCOC(=O)CCCn1nc(C)n2c(cc3sccc32)c1=O,-13.1,-1.1,-10.4,-1.6,5.6,-16.6,-0.6,-7.4,-5.7,-9.2,-2.0
COC(=O)C1=C(C)N(C)C(=O)NC1c1ccc(C)cc1 (stereo unspecified),-9.5,2.8,23.0,-4.2,1.7,-13.2,-1.6,-2.5,20.5,-15.0,1.3
Cc1cccn2c(=O)c(/C=C(\C#N)C(=O)NCc3ccco3)c(N3CCOCC3)nc12,-23.8,nt,11.6,-20.4,6.1,-1.8,2.0,5.5,10.9,-6.5,2.3
COC(=O)COc1ccc(S(=O)(=O)NCc2ccc3c(c2)OCO3)cc1,-32.5,1.7,-15.1,0.6,-20.9,-57.9,0.4,0.2,6.2,7.7,-0.9
O=C(NC1(C(F)(F)F)NC(=O)N(Cc2cccnc2)C1=O)c1ccccc1 (stereo unspecified),-2.3,-6.3,-0.1,6.6,-16.6,-16.3,-1.1,-9.4,8.6,4.3,5.7
CC(C)c1ccc(NC(=O)C(c2ccccc2)N2CC(=O)Nc3ccccc32)cc1 (stereo unspecified),-11.4,3.5,-24.6,4.0,-20.4,-27.1,-4.4,6.2,-13.2,40.4,3.9
N#CC1=C(N)Nc2ncnn2C1c1ccc(F)cc1 (stereo unspecified),22.9,-2.3,-1.2,-5.2,9.0,11.8,1.8,6.7,4.8,12.0,4.3
COc1ccc(N2CCN(C(=O)CSc3nnc(-c4cccnc4)n3-c3ccccc3)CC2)cc1,6.6,1.4,22.2,-2.8,0.3,3.7,1.7,-10.5,19.1,-5.2,-3.4
Cc1ccnc2c(N3C(=O)C4C5c6ccccc6C(c6ccccc65)C4C3=O)cccc12 (stereo unspecified),21.0,6.7,6.3,6.4,-6.0,24.6,6.4,24.7,27.1,6.5,-2.8
CC(=O)c1ccc(NC(=O)CO/N=C(\C)c2cccs2)cc1,-13.1,3.6,-27.4,-5.9,9.1,-3.4,-1.5,-3.6,5.9,-19.5,-1.2
CCCCN(C)C(=O)c1sc(=O)n(Cc2cc(Cl)ccc2OC)c1C,20.2,nt,17.8,-4.6,-11.7,10.9,-1.8,-3.5,25.1,4.1,-2.9
COc1cc(-c2noc(-c3cccc(Cl)c3)n2)cc(OC)c1OC,-7.1,1.3,-10.1,-4.7,-23.2,-2.0,4.3,-43.8,-7.8,-9.4,-2.8
O=C(CCNS(=O)(=O)c1ccc(Br)cc1)NC1CCN(Cc2ccccc2)CC1,3.2,-7.0,15.6,-2.9,12.8,32.7,10.2,0.3,26.9,-5.4,0.5
CC(C)N(C(=O)CS(=O)(=O)c1ccc(Cl)c(Cl)c1)C(C)C,16.1,-5.0,10.1,4.2,-1.8,-13.6,-0.7,-30.9,4.4,14.7,0.0
COCCN(C(=O)Nc1ccc(OC)cc1OC)C1CCN(C(C)C)CC1,-9.5,-9.2,10.8,-5.1,0.6,-16.4,-1.1,6.2,10.0,-16.6,0.3
COCCn1c(Cc2ccccc2)nnc1SCC(=O)N1CCCC1=O,-7.4,5.0,5.3,-11.1,-6.1,-2.1,-4.3,3.0,8.3,2.8,-1.3
CCOC(=O)C1CCN(CCC(=O)Nc2ccc(Br)cc2)CC1,7.1,-9.7,-7.1,-4.9,-4.7,-8.0,3.5,-0.1,0.3,-23.4,9.1
O=C(C1=C[C@H](C2CC2)C[C@H](OCc2ccc(CO)cc2)O1)N1CCN(Cc2ccccc2)CC1,7.3,-5.9,-8.2,5.4,9.7,-12.9,-5.3,-15.1,8.2,6.2,-1.7
CN(C)c1ccc(N=Nc2ccc(C(=O)O)cc2)cc1,-20.2,-8.0,5.0,8.4,-13.8,9.6,-7.2,97.7*,-111.3,46.2,7.0
CC(C)(C)c1ccc(C(=O)NCc2nnc(SCC(=O)NCC3CCCO3)o2)cc1 (stereo unspecified),-13.3,-7.0,20.9,-1.1,-4.5,2.9,2.6,-10.9,2.4,-7.9,-0.9
C/C(CCC(C)C)=N\Nc1cc(C)c2ccccc2n1,-15.6,4.8,-22.2,-5.4,-37.3,8.1,1.1,9.2,-8.7,9.1,-3.3
CNC(=S)N(C1=NCC(c2ccc([N+](=O)[O-])cc2)S1)c1ccccc1 (stereo unspecified),5.1,10.8,8.3,-4.2,-22.7,-13.3,-3.1,-34.2,-1.9,-48.7,-5.6
O=C(NCc1ccccc1)c1nc[nH]c1C(=O)N1CCN(c2ccccc2)CC1,12.7,-1.5,-1.4,-6.8,-15.5,11.2,5.8,0.7,-26.8,-12.0,15.7
COc1ccc(CNC(=O)CS(=O)Cc2nc(-c3ccccc3C)oc2C)cc1 (stereo unspecified),-3.7,7.4,-5.4,-6.0,-0.1,-11.1,4.8,0.1,8.7,1.4,4.2
COc1cccc(CNC(=O)[C@@H]2CCCN2C(=O)[C@@H]2CCCN2C(=O)OC(C)(C)C)c1,-0.9,nt,nt,6.0,nt,3.8,1.0,6.3,-31.3,3.6,-4.7
Cc1ccc(S(=O)(=O)Nc2ccncc2)c(C)c1N(C)S(=O)(=O)c1ccc(F)cc1,3.0,9.2,17.7,7.7,-6.0,11.7,-5.9,6.2,8.3,-5.7,-7.0
O=[N+]([O-])c1ccc(N2CCOCC2)cc1N1CCCCC1,0.9,-2.3,-8.9,-7.7,8.7,-10.6,-4.9,-1.1,29.7,14.1,-9.5
CCn1c2ccccc2c2cc(NC(=O)C(C)Oc3ccccc3)ccc21 (stereo unspecified),8.2,-7.6,6.2,-12.3,-10.1,11.6,-1.1,-41.4,8.0,7.3,-6.8
CN(C)C(CNC(=O)c1cc(S(=O)(=O)N(C)c2ccc(F)cc2)ccc1Cl)c1cccs1 (stereo unspecified),16.2,-2.1,7.3,2.8,8.6,26.3,0.5,-3.7,-4.1,-5.2,3.2

Whole records, looked up by structure. Order of values: NR2F2 inh | TLR9-MyD88 block | NCOA3 inh | NOD2-RIPK2 inh | SRC1 inh | SRC2 inh | ABHD5 PLIN5 PPI | TWEAK Fn14 block | LRH-1 inv ag | TROY NFkB inh | Granule exo inh
Record of `O=C(NCc1ccccc1)c1nc[nH]c1C(=O)N1CCN(c2ccccc2)CC1` → 12.7 | -1.5 | -1.4 | -6.8 | -15.5 | 11.2 | 5.8 | 0.7 | -26.8 | -12.0 | 15.7
Record of `CN(C)C(CNC(=O)c1cc(S(=O)(=O)N(C)c2ccc(F)cc2)ccc1Cl)c1cccs1` (stereo unspecified) → 16.2 | -2.1 | 7.3 | 2.8 | 8.6 | 26.3 | 0.5 | -3.7 | -4.1 | -5.2 | 3.2

The list continues.
structure,NR2F2 inh,TLR9-MyD88 block,NCOA3 inh,NOD2-RIPK2 inh,SRC1 inh,SRC2 inh,ABHD5 PLIN5 PPI,TWEAK Fn14 block,LRH-1 inv ag,TROY NFkB inh,Granule exo inh
COc1cccc(NC(=O)COC(=O)CNS(=O)(=O)c2c(F)cccc2F)c1,-9.2,2.7,0.0,-3.1,-0.3,-29.6,-3.6,-7.5,-1.4,0.1,12.5
COCCn1c(SCc2ccc(F)cc2)nc2c1c(=O)[nH]c(=O)n2C,-6.3,-8.6,6.7,-21.9,1.9,-30.4,-3.4,-16.7,8.3,-17.2,4.8
CC12CCC(=O)N1C(C(=O)Nc1nc(-c3ccc(F)c(F)c3)cs1)CS2 (stereo unspecified),-5.2,3.9,-0.1,5.8,-6.8,-7.8,0.6,-18.8,-4.2,0.6,2.5
CCN1C(=O)[C@H]2[C@@H](c3ccc(C)cc3)N[C@]3(CCCN(Cc4cccn4C)C3=O)[C@H]2C1=O,14.7,-1.6,-27.1,-10.8,-2.9,-5.8,7.4,11.8,20.9,-13.8,-1.9
COC(=O)C1C(=O)c2c([nH]c(C(=O)OC3CCCCC3)c2C)CC1C (stereo unspecified),-23.6,-7.0,-69.7,-12.4,-103.6,-31.1,-2.4,-21.7,-96.0,-17.8,-0.4
Cc1nc2nc(C)c(CCC(=O)N3CCN(c4ccccn4)CC3)c(C)n2n1,5.3,-16.3,15.4,6.2,4.1,2.4,-0.4,5.9,-1.6,10.4,-2.5
O=C(COC(=O)C1(c2ccc(F)cc2)CCCC1)NCc1ccco1,-7.2,-5.7,5.0,-3.1,-11.9,-44.4,12.9,4.2,-1.6,6.5,-0.4
Cc1cc(C)c(NS(=O)(=O)c2ccccc2)c(C)c1NS(=O)(=O)c1ccccc1,13.6,4.3,-26.2,3.2,-8.5,-0.3,8.5,10.6,7.3,-6.4,-4.5
CC(=O)c1ccc(C(=O)N2CCCC(Nc3ccccc3)C2)s1 (stereo unspecified),8.1,-23.4,0.0,0.1,0.6,-10.6,1.1,-41.6,-35.2,0.4,-4.1
N#Cc1c(SCC(=O)O)nc(N2CCOCC2)c2c1CCCC2,-11.7,3.8,3.6,-10.5,-3.7,31.9,-3.8,-0.5,6.8,10.6,0.6
O=C(Nc1cccc(F)c1)C1CCN(C(=O)c2ccco2)CC1,-5.4,-2.6,-2.0,-6.0,14.4,15.6,-5.7,-5.5,-0.2,8.1,-7.8
